# Tb MetRS inh: T. brucei MetRS inhibitors, primary screen, biochemical, luminescence; methionyl-tRNA synthetase (Trypanosoma brucei brucei); purified T. brucei MetRS, ATP depletion, Kinase-Glo luminescence; inhibition, % at 11.9 µM; 360,000 tested, 0.4% active;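 active = inhibition above a per-plate cutoff of the control wells' mean inhibition plus 3 SD, cut at about 5.5% in these data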;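 also: 0% = DMSO wells median and 100% = median of wells with control inhibitor compound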
#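 assay system = parasite MetRS enzyme | timing = 15 min preincubation, 2 h reaction, all 25 °C | evaluation = percent inhibition relative to median high and low control wells | medium = HEPES buffer containing pyrophosphatase, BSA, spermine, DTT | compound = single dose, 11.9 µM final nominal, 0.9% final DMSO | detection = Kinase-Glo luminescence, ATP depletion format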
# Scp-1 inhibitor: Scp-1 phosphatase inhibitors, primary screen, biochemical, colorimetric, uHTS | 340,000 tested, 0.88% active | AID 493091, 2011 | Recombinant Scp1, phosphopeptide, malachite green phosphate absorbance | Carboxy-terminal domain RNA polymerase II polypeptide A small phosphatase 1 (Homo … | inhibition, % at 20 µM;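 active = inhibition above about 50% at 20 µM, limit read from the data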;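 also: plate controls were DMSO wells with enzyme for no effect and wells lacking enzyme for full effect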
#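 Test system: SCP-1 phosphatase catalytic domain, residues 76-261; measured by: colorimetric phosphate reagent with accelerator and stabiliser, absorbance at 630 nm; timing: enzyme reaction 45 min at room temperature, colour 5 min, stabilisation 30 min; also added: Phosphorylated 17-residue peptide substrate; compound dosing: one concentration, 20 µM, with 1.0% DMSO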
# eLon inh: inhibitors of E. coli Lon protease, primary screen, biochemical, fluorescence polarization; P0A9M0; purified E. coli Lon protease; inhibition, % at 7.94 µM; 360,000 tested, 0.42% active; AID 602123, 2011; in the data active = inhibition above about 13%, passing the limit was not always enough;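 also: 0% = enzyme with probe and DMSO and 100% = no enzyme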
# SUMO1-SIM PPI: modulators of SUMO1 protein-protein interactions, primary screen, biochemical, uHTS. Small ubiquitin-related modifier 1 (Homo sapiens), P63165. SUMO1 binding to a labelled peptide, TR-FRET, 1 h. inhibition, % at 20 µM. 360,000 tested, 0.33% active; in the data active = inhibition above about 37%
# MsrA inhibitor: bovine MsrA enzyme inhibitors, primary screen, biochemical, absorbance, HTS | 360,000 tested, 0.75% active | purified bovine MsrA, absorbance read-out | inhibition, % at 15.5 µM; in the data active = inhibition above about 4.5%;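 also: 0% = vehicle wells with enzyme and 100% = reference inhibitor wells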
# bovine MsrA act: bovine MsrA enzyme activators, primary screen, biochemical, absorbance, HTS; Methionine sulfoxide reductase A (Bos taurus); purified bovine MsrA, absorbance read-out; activation, % at 10.6 µM; 360,000 tested, 0.3% active; in the data active = activation above about 7.5%;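 also: 0% = vehicle and 100% = reference activator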
# LMPTP block: LMPTP phosphatase inhibitors, primary screen, biochemical, fluorescence intensity, uHTS | 360,000 tested, 0.22% active | AID 651560, 2012 | inhibition, % at 20 µM | recombinant LMPTP-A, OMFP fluorogenic substrate | Low molecular weight phosphotyrosine protein phosphatase (Homo sapiens), P24666;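 active = compounds that cut the enzyme signal by at least half of the control window in the single-dose screen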;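 also: plate controls were DMSO wells with enzyme plus substrate for no effect and substrate without enzyme for full effect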
# Target sequence (P24666 whole entry, looked up): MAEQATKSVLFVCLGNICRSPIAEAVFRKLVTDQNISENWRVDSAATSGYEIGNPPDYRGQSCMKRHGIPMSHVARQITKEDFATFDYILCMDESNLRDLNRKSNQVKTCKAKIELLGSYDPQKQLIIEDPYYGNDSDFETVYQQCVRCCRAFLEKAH
#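 Test system: LMPTP-A phosphatase enzyme; input: 0.625 nM LMPTP-A final; reagent: OMFP substrate, 400 µM final; compound dosing: 20 µM single dose, 3% DMSO; incubation: 50 min dark incubation at room temperature; measured by: endpoint fluorescence intensity from OMFP dephosphorylation; measure: % inhibition relative to no-enzyme and uninhibited control wells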
# STEP inh: STEP phosphatase inhibitors, primary screen, biochemical, fluorescence intensity, uHTS; Tyrosine-protein phosphatase non-receptor type 5 (Homo sapiens), P54829; recombinant STEP, OMFP fluorogenic substrate; inhibition, % at 20 µM; 360,000 tested, 0.25% active;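 active = inhibition at 20 µM, scaled per plate between control wells, above about 37%, limit read from the data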;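 also: 0% = DMSO with enzyme and substrate and 100% = substrate only without enzyme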
#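 System: STEP phosphatase, cell-free reaction; Buffer or medium: Bis-Tris pH 6.0 buffer with DTT, detergent; Incubation: 20 min at room temperature, dark; Measured by: fluorescence, 480/540 nm.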
# DNMT1 inh: human DNMT1 methyltransferase inhibitors, primary screen, biochemical, molecular beacon, fluorescence, HinP1I cleavage, uHTS. inhibition (reported as % activation of signal), % at 10 µM. 360,000 tested, 0.83% active; in the data active = inhibition above about 50%
# CendR NRP1 mod: modulators of CendR peptide binding to NRP-1, primary screen, biochemical, fluorescence polarization, uHTS; FAM-RPARPAR peptide binding to NRP-1; inhibition, % at 25 µM; 360,000 tested, 0.85% active; AID 602438, 2012;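 active = inhibition or corrected inhibition above about 18%, plus a signal ratio from 0.5 to 1.5, limit read from the data, passing the limit was not always enough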; also: strong numbers were not always called active
# Target sequence (O14786 whole entry, looked up): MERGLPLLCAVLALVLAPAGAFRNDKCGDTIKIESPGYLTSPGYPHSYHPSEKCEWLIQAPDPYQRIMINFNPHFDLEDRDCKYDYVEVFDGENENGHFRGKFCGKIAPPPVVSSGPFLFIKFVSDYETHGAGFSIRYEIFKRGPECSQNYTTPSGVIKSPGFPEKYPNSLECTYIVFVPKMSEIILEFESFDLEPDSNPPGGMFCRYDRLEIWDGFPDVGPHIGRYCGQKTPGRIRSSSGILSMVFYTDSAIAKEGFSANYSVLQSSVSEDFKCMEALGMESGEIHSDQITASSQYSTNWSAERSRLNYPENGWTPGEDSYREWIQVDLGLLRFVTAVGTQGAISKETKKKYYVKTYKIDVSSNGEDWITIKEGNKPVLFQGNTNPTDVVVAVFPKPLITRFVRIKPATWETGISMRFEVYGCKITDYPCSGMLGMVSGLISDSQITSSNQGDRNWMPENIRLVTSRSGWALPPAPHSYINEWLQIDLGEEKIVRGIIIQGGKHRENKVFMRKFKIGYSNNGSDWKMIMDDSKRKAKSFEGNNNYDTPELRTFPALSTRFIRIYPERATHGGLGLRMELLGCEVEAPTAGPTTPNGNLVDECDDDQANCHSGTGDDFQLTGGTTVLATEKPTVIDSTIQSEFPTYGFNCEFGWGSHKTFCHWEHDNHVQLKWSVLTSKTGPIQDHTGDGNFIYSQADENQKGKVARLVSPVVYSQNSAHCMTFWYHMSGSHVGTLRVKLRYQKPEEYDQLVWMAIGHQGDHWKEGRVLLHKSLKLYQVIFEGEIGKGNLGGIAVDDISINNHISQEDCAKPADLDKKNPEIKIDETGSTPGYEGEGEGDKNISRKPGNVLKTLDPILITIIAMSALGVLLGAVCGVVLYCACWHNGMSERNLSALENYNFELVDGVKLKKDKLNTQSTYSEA
# An asterisk follows results filed as active; nt = not tested or not shown.
mol	Tb MetRS inh	Scp-1 inhibitor	eLon inh	SUMO1-SIM PPI	MsrA inhibitor	bovine MsrA act	LMPTP block	STEP inh	DNMT1 inh	CendR NRP1 mod
CCC(C)N(C(=O)COC(=O)c1cn(CC)c2nc(C)ccc2c1=O)C1CCS(=O)(=O)C1 (stereo not drawn)	-0.1	-4	-4	3	1.3	-4	-1.6	3	-1	-5
CC(=O)N1CC(C)Oc2ccc(S(=O)(=O)NC(CC(=O)O)c3ccc(C)cc3C)cc21 (stereo not drawn)	0.6	14	-3	-2	0.0	-6	-2.5	-1	2	8
CCc1c(C)c(C#N)c2nc3ccccc3n2c1NC	-1.1	12	3	-20	0.8	-8	3.2	-1	2	2
CC(C)(C)c1ccc(C(=O)N2CCC2(C)C(=O)Nc2cccc3ncccc23)cc1 (stereo not drawn)	0.1	nt	-4	-1	-0.3	-1	1.0	3	1	-4
Cc1ccc(C(=O)NCc2ccco2)cc1S(=O)(=O)Nc1cccc(Cl)c1	-0.2	0	-5	6	1.7	-3	1.4	-3	16	7
CCOc1c(Cl)cc(/C=N/NC(N)=S)cc1OC	0.5	-1	7	-8	2.6	-6	-2.1	-3	6	6
COc1ccc(NS(=O)(=O)c2ccc(Cl)c(N)c2)cc1Br	-1.0	4	9	2	1.2	-11	2.5	-2	3	6
O=C1CN(c2nc3ccccc3n3cnnc23)CC(=O)N1CCc1ccccc1	-0.2	-10	-6	1	0.0	-2	0.0	0	-6	-3
C/C=C1\COC(C(=O)NCc2ccncc2)(C(F)(F)F)C=C1C=C1CCCCC1 (stereo not drawn)	-0.5	1	0	9	-0.3	-5	-0.6	-2	3	18
O=C(CSc1ccccn1)N/N=C/c1ccccc1[N+](=O)[O-]	0.7	-9	-7	-19	0.7	-3	-1.4	2	-1	-12
c1ccc(CN2CCC(Nc3nc(-c4cccnc4)nc4ccccc34)CC2)cc1	-0.9	6	-10	0	1.5	-8	44	2	24	-11
CCOC(=O)N1CCN(S(=O)(=O)c2ccc(OC)c(Cl)c2)CC1	0.0	-3	2	2	0.2	1	1.4	3	0	19
COc1cccc(NC(=O)c2ccc3c(c2)N(CC(=O)N2CCCCC2)C(=O)C(C)(C)O3)c1	-2.1	3	1	1	-0.8	-12	-1.4	-2	-2	9
CC(=O)N1CCN(c2ccc(NC(=O)c3ccc(N4CCCC4)c([N+](=O)[O-])c3)cc2Cl)CC1	0.3	-5	-4	-24	0.8	-4	1.7	-2	-8	-5
Cn1c(=O)c2c(nc(NCc3ccc4c(c3)OCO4)n2Cc2ccccc2F)n(C)c1=O	-0.4	-7	-11	0	-0.6	-3	1.5	-1	2	-14
Cc1cc(OCC(=O)NCCN2CCOCC2)cc(C)c1Br	-1.3	-7	-1	-4	1.6	-1	-1.3	-2	-1	-3
O=C(NCCc1ccccc1)c1ccc(NC(=O)C2CCCCC2)cc1	0.0	0	4	7	-1.7	1	-1.1	-2	11	-11
COc1cc(CNCc2ccccn2)ccc1OCc1cccc(Cl)c1	-0.3	-9	-5	3	0.0	0	0.3	-1	-1	2
COc1ccc(CN2CCOCC2)cc1OC	-0.3	-7	8	-3	1.0	0	-2.5	0	2	5
COCC(C)NC(=O)CSc1nc2ccccc2c(=O)n1CCc1ccc(S(N)(=O)=O)cc1 (stereo not drawn)	-0.2	-5	-4	1	0.6	-3	-0.6	-1	2	8
Cc1ccc(-n2c(=O)c3c(C)c(C)sc3n(Cc3cc(=O)n4ccccc4n3)c2=O)cc1C	-0.1	-7	-6	-7	1.1	-2	-0.2	3	1	-27
Cc1ccc(Nc2n[nH]c(=S)s2)cc1F	-0.2	2	6	6	0.6	7	2.3	-4	2	1
COCCNC(=O)Cn1nc(-c2ccc(Cl)cc2)c2ccccc2c1=O	-0.7	-2	3	3	0.4	-5	1.2	-2	1	5
COc1ccccc1N(C(C)=O)C1SC(=O)N(c2ccccc2)C1=O (stereo not drawn)	-0.4	-13	11	-3	0.0	-2	-2.6	-4	2	3
C/C(=N/Nc1nc(-c2ccc(Cl)cc2)cs1)c1cccs1	-0.2	-5	1	-3	-0.7	-5	1.7	1	-10	19
COc1ccc(NC(=O)CS(=O)(=O)c2cn(CC(=O)N3CCOCC3)c3ccccc23)cc1	-1.6	-3	0	-2	1.2	-8	6.3	-2	11	6
CCCCn1c(SCc2c(C)noc2C)nc2cc(S(N)(=O)=O)ccc21	1.9	-1	8	1	-0.8	-8	-0.2	4	-2	-1
COc1ccc(-c2csc(NC(=O)Cc3ccccc3F)n2)cc1OC	0.0	2	-7	3	0.5	-2	0.5	-2	-8	13
COc1ccc(C2NC(=O)NC3=C2C(=O)CCC3)cc1 (stereo not drawn)	-0.2	-6	1	-1	1.2	-1	-4.4	-3	1	4
COc1cccc(OC)c1C(=O)NC(=O)Nc1c(F)cc(F)cc1F	-0.1	-7	2	-2	-0.8	-3	-1.5	-3	2	-3
Cc1csc(=O)n1CC(=O)OCC(=O)Nc1cc([N+](=O)[O-])ccc1Cl	-0.5	1	-3	-32	-1.3	-4	0.2	-2	2	16
Cc1ccccc1NC(=O)C(C)OC(=O)c1ccccc1C(=O)N(C)c1ccccc1 (stereo not drawn)	-0.2	-6	-6	2	0.2	-1	0.5	0	0	-4
CN(C)/C=C(/C(=O)c1ccccc1Cl)S(=O)(=O)c1ccccc1	-0.7	-12	-19	-3	-0.8	2	0.1	0	6	4
CN(C(=O)COC(=O)/C=C/c1ccccc1)C1CCS(=O)(=O)C1 (stereo not drawn)	-0.3	nt	11	-11	1.0	-11	-2.6	1	9	-8
Cc1cc2ncn(S(=O)(=O)c3ccc(S(=O)(=O)N4CCCCCC4)cc3)c2cc1C	-1.8	7	0	-3	nt	-14	1.0	-1	1	-1
COc1ccc(OC/C(O)=C(\C#N)c2nc3ccccc3[nH]2)cc1	-1.3	3	-3	-2	0.3	-11	0.6	-2	5	-11
O=C(NC1CC2CCCC(C1)N2C(=O)Nc1ccccc1)c1ccccc1 (stereo not drawn)	0.6	-6	-11	1	0.2	-1	0.1	-1	-1	4
COC(=O)c1ccccc1NC1c2ccccc2C(=O)N1c1cccnc1 (stereo not drawn)	-1.1	5	4	-1	0.2	-7	-0.4	1	3	-14
CCOc1ccc2nc(SCC(=O)NCc3ccc(S(N)(=O)=O)cc3)[nH]c2c1	-1.6	11	-1	1	-1.2	-8	-1.2	-1	4	-10
CC(=O)c1ccc(OC(C)C(=O)NCC2(N3CCOCC3)CCCCC2)cc1 (stereo not drawn)	-0.3	-3	7	0	1.3	0	-1.6	-4	-26	-2
c1ccc(-c2nc(N3CCCCCC3)c3ccccc3n2)nc1	-1.6	-2	5	-5	3.1	-2	20	-4	-2	4
Nc1[nH]c(C(=O)c2ccccc2)c(-c2ccc(Br)cc2)c1C(=O)NCCc1c[nH]c2ccccc12	-0.7	nt	-7	-1	-0.7	-3	1.8	nt	nt	-7
N/C(=N\NC(=O)c1ccccc1Cl)c1cc2ccccc2oc1=O	-1.4	-4	-11	-14	0.3	-8	-0.4	-2	-1	4
CSc1nsc(/C=C/Nc2ccc(C(=O)O)cc2)c1C#N	-0.8	30	-27	14	0.2	-4	23	15	66*	-106
COc1ccc(C(C(N)=O)c2ncc(C(F)(F)F)cc2Cl)cc1OC (stereo not drawn)	0.7	-6	-7	-1	0.3	-2	-0.1	-2	-2	5
c1ccc(-n2nnnc2-n2cnc3ccccc32)cc1	-0.3	-3	-3	1	9.9*	-1	-0.3	-3	1	5
O=C(NCCc1csc(-c2cccnc2)n1)c1ccc(Cl)cc1	1.5	-4	-3	-1	0.6	1	-2.0	-3	0	-7
CS(=O)(=O)Nc1ccc(-c2cn3c(n2)SCC3)cc1	0.2	-13	-4	5	-0.4	-1	0.3	-5	-6	5
Cc1cccc2cc(/C=C/C(=O)c3ccco3)c(Cl)nc12	0.3	-14	-10	-11	0.1	-3	0.2	0	-16	-7
COc1ccc(NC(=O)c2cc(-c3ccc(F)cc3OC)n[nH]2)c(OC)c1	-0.1	nt	-2	29	0.8	-2	0.9	1	-7	-5
COc1ccc(NC(=O)c2sc(=O)n(Cc3ccc(F)c(Cl)c3)c2C)cc1OC	-0.1	nt	-2	5	0.0	0	-0.2	-2	-1	-18
CC1CCCC(C)N1S(=O)(=O)c1ccc(NC(=O)c2ccccc2C(=O)N2CCOCC2)cc1 (stereo not drawn)	-1.1	-9	-4	-7	-1.0	-1	0.9	-3	2	10
O=C(NCc1cccs1)C1(S(=O)(=O)c2ccccc2)CC=CC1	-0.3	-18	-15	-1	0.3	0	-2.0	1	5	10
CCNc1ccc(C(=O)OCC)cc1NC(=O)c1cccc(S(=O)(=O)N2CCOCC2)c1	0.3	0	-8	1	-0.9	-3	0.3	-3	-1	-10
Cn1nc(N)c2ncc(-c3ccc(Cl)cc3)nc21	-0.1	nt	-4	-20	1.9	-15	0.1	-2	4	-10
CN(CC(=O)Nc1ccc(F)cc1)C(=O)CCc1nc2sc3c(c2c(=O)[nH]1)CCCC3	-0.1	30	-25	-13	-1.3	0	7.0	1	26	-59
CCCCN1CCNC[C@@H]1Cc1ccccc1	-0.3	-2	1	4	1.0	0	-4.0	0	1	13
NNC(=O)CSc1cccc2cccnc12	0.3	-8	-11	-3	-0.9	0	-0.2	-2	3	-12
CCOC(=O)Cn1nnc(-c2cc(OC)c(OC)c(OC)c2)n1	0.0	-5	10	-3	0.3	-2	0.2	-2	-6	7

# Some of the entries so far, with values ahead of the structure:
Tb MetRS inh | Scp-1 inhibitor | eLon inh | SUMO1-SIM PPI | MsrA inhibitor | bovine MsrA act | LMPTP block | STEP inh | DNMT1 inh | CendR NRP1 mod | SMILES
0.3 | 0 | -8 | 1 | -0.9 | -3 | 0.3 | -3 | -1 | -10 | CCNc1ccc(C(=O)OCC)cc1NC(=O)c1cccc(S(=O)(=O)N2CCOCC2)c1
-0.1 | nt | -4 | -20 | 1.9 | -15 | 0.1 | -2 | 4 | -10 | Cn1nc(N)c2ncc(-c3ccc(Cl)cc3)nc21

# Screening data (PubChem BioAssay)
